Screens deposited in PubChem by several laboratories.
E coli growth = bacterial growth inhibition, counter-screen for AddAB inhibitors; E. coli V3065 growth, OD600 absorbance, 18 h; inhibition, % at 11.9 µM; 330,000 tested, 0.27% active; AID 449728;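 active = inhibition above the campaign's mean inhibition across all tested compounds plus 3 SD, cut at about 9.9% in these data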;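 also: uninfected addAB+ strain grown without phage in ampicillin broth; 0% = DMSO wells and 100% = ciprofloxacin 0.95 µg/ml wells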
phage Ecoli inh = E. coli growth loss with phage present. growth absorbance. 360,000 tested, 0.26% active. inhibition, % at 11.9 µM; in the data active = inhibition above about 11%
PfHsp90 set2 = reduces growth (ATP signal) of yeast expressing P. falciparum Hsp90 | S. cerevisiae expressing PfHsp90, BacTiter-Glo ATP, 48 h; yeast lacking PDR1 and PDR3 efflux regulators | inhibition, % at 9.4 µM | 310,000 tested, 0.32% active | AID 504621;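 active = every replicate shows inhibition above about 80%, whatever the replicate mean, limit read from the data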;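 also: 0% = DMSO neutral controls and 100% = 20 µM radicicol positive controls; yeast relying on Plasmodium falciparum Hsp90 in place of its own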
DSG3 Ab inh = inhibitors of pemphigus antibody binding to human desmoglein-3. DSG3-coupled beads, scFv-anti-DSG3-GFP binding, flow cytometry; active compounds read low. binding (percent of control), % at 10 µM. 310,000 tested, 0.48% active. AID 588358;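 active = binding more than 3 SD below its plate's average and above zero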;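 also: hits lower antibody fragment binding to DSG3; some compounds called inactive have numbers as strong as hits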
AddAB inh = less growth of phage-infected E. coli with AddAB; E. coli expressing H. pylori AddAB, absorbance growth; inhibition, % at 11.9 µM; 330,000 tested, 0.29% active; in the data active = inhibition above about 12%;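 also: 0% = vehicle wells of infected cells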
HTR5A inv ctr = counter-screen for OPRM1-OPRD1 inverse agonists: human HTR5A inverse agonism; P47898; HTR5A cell line, luminescence; inhibition, % at 9.3 µM; 340,000 tested, 0.083% active; AID 504634; in the data active = inhibition mostly above about 23%, no sharp cut-off; inactive = mostly below about 18%;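 also: 0% = cells with DMSO and 100% = no-cell wells with DMSO; some compounds called inactive have numbers as strong as hits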
OPRM1-OPRD1 inv = inverse agonist of human OPRM1-OPRD1 heterodimerization; cell-based MOR-DOR heterodimer luminescence, inverse agonism; inhibition, % at 9.3 µM; 340,000 tested, 0.21% active; in the data active = inhibition above about 22%, passing the limit was not always enough;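 also: 0% = cells with DMSO and 100% = wells without cells with DMSO; values of inactives mirror those of a sister screen read the other way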
Target sequence (P35372 whole entry, looked up): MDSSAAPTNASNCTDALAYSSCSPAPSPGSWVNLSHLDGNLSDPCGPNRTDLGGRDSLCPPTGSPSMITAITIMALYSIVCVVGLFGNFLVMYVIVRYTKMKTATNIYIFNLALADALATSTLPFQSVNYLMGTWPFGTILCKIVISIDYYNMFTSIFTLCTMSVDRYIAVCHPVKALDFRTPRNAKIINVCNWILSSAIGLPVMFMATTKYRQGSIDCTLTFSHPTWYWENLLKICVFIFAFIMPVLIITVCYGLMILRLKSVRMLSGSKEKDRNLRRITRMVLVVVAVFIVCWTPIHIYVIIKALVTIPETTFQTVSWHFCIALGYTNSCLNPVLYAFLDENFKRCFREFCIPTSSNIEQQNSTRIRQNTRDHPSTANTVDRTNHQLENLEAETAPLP
Target sequence (P41143 whole entry, looked up): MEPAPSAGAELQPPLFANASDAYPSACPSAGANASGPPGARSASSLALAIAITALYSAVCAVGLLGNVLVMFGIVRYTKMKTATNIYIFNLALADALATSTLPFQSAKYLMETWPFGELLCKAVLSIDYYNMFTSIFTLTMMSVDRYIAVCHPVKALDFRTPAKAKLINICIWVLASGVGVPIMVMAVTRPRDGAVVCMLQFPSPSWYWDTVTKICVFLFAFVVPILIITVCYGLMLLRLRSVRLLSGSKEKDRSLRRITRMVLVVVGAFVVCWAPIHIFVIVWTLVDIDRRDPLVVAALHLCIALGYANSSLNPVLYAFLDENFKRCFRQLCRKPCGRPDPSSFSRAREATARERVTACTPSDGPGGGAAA
OPRM1-OPRD1 ag = OPRM1-OPRD1 heterodimerization agonism. AID 504326. 340,000 tested, 0.3% active. P35372+P41143. cells, luminescence. activation, % at 9.3 µM; in the data active = activation above about 18%;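 also: 0% = vehicle-treated cells and 100% = reference agonist; values of inactives mirror those of a sister screen read the other way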
HTR5A ag = HTR5A agonism, opioid heterodimer counter-screen | HTR5A agonist assay, luminescence, cell-based | AID 504692 | 340,000 tested, 0.61% active | P47898 | activation, % at 9.3 µM; in the data active = activation mostly above about 9.5%, no sharp cut-off; inactive = mostly below about 7.6%;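 also: 0% = cells with vehicle only and 100% = reference agonist; strong numbers were not always called active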
PKA-R1A activ = activators of PKA-R1A complex; PKA-R1A dissociation, Cy5-IP20 fluorescence polarization; scaled: DMSO 0%, 113 µM cGMP 100%; P00514+P68181; 340,000 tested, 0.083% active; activation, % at 11.4 µM;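 active = percent activation above the mean of all tested compounds plus 3 SD, cut at about 19% in these data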;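 also: higher means more PKAc released from R1A so a rise in polarization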
Mot1-301 SUMO = inhibitors of SUMOylation pathway: yeast Mot1-301 growth rescue. S. cerevisiae Mot1-301 growth rescue, ATP luminescence, 38.5C; percent above DMSO median, 100 means doubled. growth rescue, % at 18.8 µM. 320,000 tested, 1% active;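 active = every valid replicate shows activation above 250% relative to neutral control wells; inactive = the rest, any valid replicate at or below 250%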;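 also: OY570 slx delta 5 strain wells were the positive control but not used for scaling; some compounds called inactive have numbers as strong as hits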
An asterisk follows results filed as active.

What do the screens show for `COc1ccccc1NS(=O)(=O)c1cc(C(=O)NCCCN2CCCC2=O)ccc1C`?
phage Ecoli inh: 2.6; PfHsp90 set2: 3.5; HTR5A inv ctr: -7.2; OPRM1-OPRD1 inv: 6.2; OPRM1-OPRD1 ag: -1.7; HTR5A ag: 9.2; PKA-R1A activ: 0.2

What do the screens show for `Cc1cs/c(=N\N=C\c2ccccc2)n1Cc1ccco1`?
E coli growth: -2.6; phage Ecoli inh: 3.4; PfHsp90 set2: 13.5; DSG3 Ab inh: 104.5; AddAB inh: 0.6; HTR5A inv ctr: 10.3; OPRM1-OPRD1 inv: -15.9; OPRM1-OPRD1 ag: 3.0; HTR5A ag: -3.0; PKA-R1A activ: 0.1; Mot1-301 SUMO: 6.2

Results for O=C(c1ccc2[nH]ccc2c1)N1CCCC(Nc2ccccc2)C1 (stereo unspecified) ?
E coli growth: 4.3; phage Ecoli inh: 1.6; PfHsp90 set2: -6.4; DSG3 Ab inh: 99.9; AddAB inh: 3.4; HTR5A inv ctr: -0.2; OPRM1-OPRD1 inv: 9.8; OPRM1-OPRD1 ag: -1.9; HTR5A ag: -4.6; PKA-R1A activ: 1.8

Results for O=C(NC1CCN(S(=O)(=O)c2ccccc2)CC1)c1cccc(F)c1 ?
E coli growth: -0.4; phage Ecoli inh: 4.4; PfHsp90 set2: -12.7; DSG3 Ab inh: 105.1; AddAB inh: 5.7; HTR5A inv ctr: 8.2; OPRM1-OPRD1 inv: -2.2; OPRM1-OPRD1 ag: 0.4; HTR5A ag: -3.0; PKA-R1A activ: -0.4; Mot1-301 SUMO: 69.3

What do the screens show for `COCC1CCCC1OS(N)(=O)=O` (stereo unspecified)?
E coli growth: -0.4; phage Ecoli inh: 2.7; PfHsp90 set2: -3.2; DSG3 Ab inh: 104.6; AddAB inh: -0.3; HTR5A inv ctr: -1.6; OPRM1-OPRD1 inv: 5.2; OPRM1-OPRD1 ag: -0.9; HTR5A ag: 0.5; PKA-R1A activ: 6.9; Mot1-301 SUMO: -16.5

What do the screens show for `O=C(CSc1cccc[n+]1[O-])Nc1cc(S(=O)(=O)N2CCOCC2)ccc1Cl`?
E coli growth: -0.8; phage Ecoli inh: 3.2; PfHsp90 set2: 14.0; DSG3 Ab inh: 101.2; AddAB inh: 1.9; HTR5A inv ctr: -33.2; OPRM1-OPRD1 inv: 4.5; OPRM1-OPRD1 ag: -0.8; HTR5A ag: -0.9; PKA-R1A activ: -0.9; Mot1-301 SUMO: -3.2

What do the screens show for `CC(=O)Nc1ccc(S(=O)(=O)NC2CC3CCC2C3)cc1` (stereo unspecified)?
E coli growth: -1.5; phage Ecoli inh: 2.1; PfHsp90 set2: 1.6; DSG3 Ab inh: 89.8; AddAB inh: -0.5; HTR5A inv ctr: -4.6; OPRM1-OPRD1 inv: 7.9; OPRM1-OPRD1 ag: -1.7; HTR5A ag: 1.2; PKA-R1A activ: -5.7; Mot1-301 SUMO: 5.9

How did O=[N+]([O-])c1cc(-c2cnc3ccccc3n2)ccc1Oc1ccc(Br)cc1 do in these assays?
E coli growth: 1.4; phage Ecoli inh: 2.2; PfHsp90 set2: -33.7; DSG3 Ab inh: 97.9; AddAB inh: 2.6; HTR5A inv ctr: -18.4; OPRM1-OPRD1 inv: -0.4; OPRM1-OPRD1 ag: 0.1; HTR5A ag: 6.7; PKA-R1A activ: -0.1; Mot1-301 SUMO: 9.7

What do the screens show for `Cc1ccc(N=Cc2sccc2C)cc1C`?
E coli growth: -1.5; phage Ecoli inh: 3.8; PfHsp90 set2: -2.2; DSG3 Ab inh: 96.7; AddAB inh: 6.2; HTR5A inv ctr: -8.9; OPRM1-OPRD1 inv: 0.0; OPRM1-OPRD1 ag: 0.0; HTR5A ag: 2.5; PKA-R1A activ: -11.9; Mot1-301 SUMO: -17.0

Results for CC1CC=C(c2ccccc2)C(=S)N1 (stereo unspecified) ?
E coli growth: -1.8; phage Ecoli inh: 0.6; PfHsp90 set2: -14.3; DSG3 Ab inh: 116.2; AddAB inh: 0.1; HTR5A inv ctr: 3.2; OPRM1-OPRD1 inv: 12.6; OPRM1-OPRD1 ag: -2.4; HTR5A ag: 6.2; PKA-R1A activ: -5.9; Mot1-301 SUMO: -5.2

Results for S=C1NCCOCCOCCOCCOCCNC(=S)NCCOCCOCCOCCOCCN1 ?
E coli growth: -2.5; phage Ecoli inh: 0.8; PfHsp90 set2: -17.7; DSG3 Ab inh: 113.5; AddAB inh: 2.9; HTR5A inv ctr: -21.4; OPRM1-OPRD1 inv: 4.0; OPRM1-OPRD1 ag: -0.7; HTR5A ag: 2.9; PKA-R1A activ: -2.3; Mot1-301 SUMO: 15.0

What do the screens show for `CCOc1ccccc1N(CC(=O)NC(C)(C)C)C(=O)c1ccc(CN2CCOCC2)o1`?
E coli growth: 0.3; phage Ecoli inh: 3.1; PfHsp90 set2: 8.1; AddAB inh: 0.7; HTR5A inv ctr: 9.1; OPRM1-OPRD1 inv: 11.3; OPRM1-OPRD1 ag: -2.1; HTR5A ag: -1.4; PKA-R1A activ: -7.7; Mot1-301 SUMO: 3.6

How did CCOC(=O)c1ccc(N2C(=O)CC(N3CCC(Nc4ccc(F)cc4)CC3)C2=O)cc1 (stereo unspecified) do in these assays?
E coli growth: 1.5; phage Ecoli inh: 1.0; PfHsp90 set2: 128.3*; DSG3 Ab inh: 103.6; AddAB inh: 1.5; PKA-R1A activ: 6.0; Mot1-301 SUMO: 137.3

What do the screens show for `O=C(CNc1ccc(F)cc1)N/N=C/C1CC=CCC1` (stereo unspecified)?
E coli growth: -0.3; phage Ecoli inh: 2.3; PfHsp90 set2: -23.8; DSG3 Ab inh: 103.8; AddAB inh: 3.3; HTR5A inv ctr: 1.6; OPRM1-OPRD1 inv: 17.6; OPRM1-OPRD1 ag: -3.3; HTR5A ag: -0.6; PKA-R1A activ: -3.0; Mot1-301 SUMO: 3.0

What do the screens show for `CC(C)Cc1c(O)nc(SCCN2CCOCC2)[nH]c1=O`?
E coli growth: -2.4; phage Ecoli inh: 3.0; PfHsp90 set2: -16.9; AddAB inh: -0.1; HTR5A inv ctr: -6.7; OPRM1-OPRD1 inv: 3.7; OPRM1-OPRD1 ag: -0.7; HTR5A ag: 2.2; PKA-R1A activ: -1.9; Mot1-301 SUMO: 4.4

How did C=CCNC(=O)Cn1nc(-c2ccccc2)ccc1=O do in these assays?
E coli growth: 2.9; phage Ecoli inh: 0.5; PfHsp90 set2: 9.4; DSG3 Ab inh: 102.2; AddAB inh: 2.9; HTR5A inv ctr: 1.3; OPRM1-OPRD1 inv: -15.8; OPRM1-OPRD1 ag: 2.6; HTR5A ag: -0.5; PKA-R1A activ: -7.3; Mot1-301 SUMO: -8.6

How did Cc1cc(SCc2cccc([N+](=O)[O-])c2)nc(=O)[nH]1 do in these assays?
E coli growth: 0.8; phage Ecoli inh: 0.9; PfHsp90 set2: -16.9; DSG3 Ab inh: 104.3; AddAB inh: 1.9; HTR5A inv ctr: 7.9; OPRM1-OPRD1 inv: 23.0; OPRM1-OPRD1 ag: -4.5; HTR5A ag: -3.2; PKA-R1A activ: -8.4; Mot1-301 SUMO: -12.3

Results for O=C(NCCO)c1cc2c([nH]c3ccccc32)c(-c2ccc(F)cc2)n1 ?
phage Ecoli inh: 2.6; PfHsp90 set2: -9.7; DSG3 Ab inh: 94.1; HTR5A inv ctr: 0.4; OPRM1-OPRD1 inv: 21.2; OPRM1-OPRD1 ag: -4.7; HTR5A ag: -0.1; PKA-R1A activ: -2.5; Mot1-301 SUMO: 15.1

How did Cc1ccccc1-c1nnc(SCC(=O)NC2CCCC2)o1 do in these assays?
E coli growth: 0.4; phage Ecoli inh: -0.7; PfHsp90 set2: 4.7; DSG3 Ab inh: 94.2; AddAB inh: 3.8; HTR5A inv ctr: -13.0; OPRM1-OPRD1 inv: 11.1; OPRM1-OPRD1 ag: -1.8; HTR5A ag: -4.2; PKA-R1A activ: -2.0; Mot1-301 SUMO: -3.0

Results for CCOc1ccc(-c2nnc(SCC(=O)NC3CC3)o2)cc1 ?
E coli growth: -0.3; phage Ecoli inh: 2.4; PfHsp90 set2: -6.9; DSG3 Ab inh: 106.0; AddAB inh: -0.6; HTR5A inv ctr: -9.4; OPRM1-OPRD1 inv: 13.1; OPRM1-OPRD1 ag: -3.3; HTR5A ag: 3.7; PKA-R1A activ: -4.9; Mot1-301 SUMO: 8.2

Results for C/C(CCc1ccco1)=N\NC(=O)CNc1cccc2ccccc12 ?
E coli growth: 0.0; phage Ecoli inh: 3.9; DSG3 Ab inh: 87.5; AddAB inh: 4.8; HTR5A inv ctr: 8.1; OPRM1-OPRD1 inv: -14.1; OPRM1-OPRD1 ag: 2.2; HTR5A ag: 2.7; PKA-R1A activ: 2.1; Mot1-301 SUMO: 5.4

How did CCOC(=O)C1=C(c2ccccc2)OC(N)=C(C#N)C1c1ccc(Br)s1 (stereo unspecified) do in these assays?
E coli growth: 1.6; phage Ecoli inh: 5.1; PfHsp90 set2: 2.7; DSG3 Ab inh: 92.6; AddAB inh: 0.4; HTR5A inv ctr: 0.1; OPRM1-OPRD1 inv: 1.5; OPRM1-OPRD1 ag: -0.2; HTR5A ag: -0.1; PKA-R1A activ: -1.6; Mot1-301 SUMO: 79.1

Results for Cc1ccc(CCN2CC(C(=O)NCCCN3CCC(C)CC3)CC2=O)cc1 (stereo unspecified) ?
E coli growth: -0.9; phage Ecoli inh: 1.8; PfHsp90 set2: 9.2; DSG3 Ab inh: 105.0; AddAB inh: 3.4; HTR5A inv ctr: -13.6; OPRM1-OPRD1 inv: 2.8; OPRM1-OPRD1 ag: -0.5; HTR5A ag: 3.6; PKA-R1A activ: -0.2; Mot1-301 SUMO: 0.9

How did O=C(N/N=C/c1cccc([N+](=O)[O-])c1)c1cc(-c2ccc3c4c(cccc24)CC3)n[nH]1 do in these assays?
E coli growth: 1.3; phage Ecoli inh: 0.5; PfHsp90 set2: -18.6; DSG3 Ab inh: 95.5; AddAB inh: -0.2; HTR5A inv ctr: -7.6; OPRM1-OPRD1 inv: -10.3; OPRM1-OPRD1 ag: 1.5; HTR5A ag: -5.2; PKA-R1A activ: -11.4; Mot1-301 SUMO: 10.2

Results for Cc1ccc(NCC(=O)NNC2=NCCC2)c(C)c1 ?
E coli growth: -0.7; phage Ecoli inh: 4.5; DSG3 Ab inh: 89.0; AddAB inh: 1.0; HTR5A inv ctr: 10.4; OPRM1-OPRD1 inv: 1.7; OPRM1-OPRD1 ag: -0.3; HTR5A ag: 3.2; PKA-R1A activ: -6.8; Mot1-301 SUMO: -12.6

Results for Cc1cc(NC(=O)CSc2nc(=O)n(CCN(C)C)c3c2CCCC3)no1 ?
E coli growth: 1.0; phage Ecoli inh: 3.8; DSG3 Ab inh: 103.0; AddAB inh: 1.7; HTR5A inv ctr: 8.7; OPRM1-OPRD1 inv: 16.2; OPRM1-OPRD1 ag: -3.1; HTR5A ag: -3.5; PKA-R1A activ: -2.9; Mot1-301 SUMO: -4.2
